SRC1 inh = SRC1 coactivator transcriptional activity inhibitors, primary screen, cell-based, luminescence | 360,000 tested, 0.12% active | AID 588354, 2011 | HEK293 GAL4-SRC1 luciferase reporter | Nuclear receptor coactivator 1 (Homo sapiens), Q15788 | inhibition, % at 3.6 µM;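 active means inhibition above the campaign mean plus 3 SD, with each screening campaign given its own cutoff, cut at about 60% in these data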;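 further: 0% = DMSO treated cells and 100% = gossypol at 36 µM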
ABHD5-PLIN5 inh = ABHD5-PLIN5 interaction inhibitors, primary screen, cell lysate, split luciferase complementation, luminescence; Perilipin-5 (Homo sapiens) + 1-acylglycerol-3-phosphate O-acyltransferase ABHD5 (Homo …; Split G. princeps luciferase complementation, 4 h; inhibition, % at 4 µM; 360,000 tested, 0.78% active; AID 602281, 2012;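 active means inhibition above the mean inhibition across every tested compound plus 3 SD, cut at about 22% in these data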;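 further: 0% = DMSO only wells and the 100% control is not disclosed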
NCOA3 inh = SRC3 coactivator transcriptional activity inhibitors, primary screen, cell-based, luminescence; 360,000 tested, 0.17% active; HEK293 GAL4-SRC3 luciferase reporter; Nuclear receptor coactivator 3 (Homo sapiens), Q9Y6Q9; inhibition, % at 3.6 µM;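 active means inhibition above a per-campaign cutoff, the mean of all compounds plus 3 SD, cut at about 60% in these data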;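 further: 0% = DMSO-treated cells and 100% = gossypol-treated cells at 36 µM; higher means less SRC3-driven luciferase light from the GAL4 reporter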
MC4R antagonist = MC4R antagonists of cAMP signaling, primary screen, cell-based, TR-FRET, antagonist arm of biased-ligand search; 360,000 tested, 0.48% active; inhibition, % at 6.5 µM; AID 540295, 2011; MC4R-expressing cells, MTII-stimulated cAMP, LANCE TR-FRET; Melanocortin receptor 4 (Homo sapiens), P32245;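 active means inhibition above its plate's cutoff, the mean of tested wells on that plate plus 3 SD, cut at about 29% in these data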;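 further: 0% = Melanotan II alone and 100% = Melanotan II plus saturating MCL0020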
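material = U2OS cells stably expressing human melanocortin 4 receptor (MC4R) | also added = Melanotan II challenge | dosing = single nominal compound dose of 6.5 µM | detection = TR-FRET with Eu-cAMP and labeled anti-cAMP, 671 nm | replication = singlicate | timing = compound 30 min, challenge 1 h, detection 1 h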
LMP1 NFkB inh = EBV LMP1-driven NF-kappaB luciferase reporter inhibitors, primary screen, cell-based, luminescence, single point; 350,000 tested, 0.69% active; inhibition, % at 12.5 µM; LMP1-induced NF-kappaB luciferase reporter cells; in the data active means inhibition above about 41%;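 further: 0% = neutral control wells and 100% = reference inhibitor control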
SRC2 inh = inhibition of GAL4-SRC2 driven luciferase reporter, primary screen, SRC2 inhibitor project, cell-based, luminescence. Nuclear receptor coactivator 2 (Homo sapiens), Q15596. HEK293 GAL4-SRC2 luciferase reporter. inhibition, % at 9 µM. 370,000 tested, 0.17% active;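 active means inhibition above the mean inhibition of all tested compounds plus 3 SD, set per campaign, cut at about 52% in these data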;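 further: 0% = DMSO treated cells and 100% = cells given Gossypol at 36 µM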
MC4R barr agon = MC4R agonists recruiting beta-arrestin, primary screen, cell-based, luminescence, agonist arm of biased-ligand search; U2OS MC4R beta-arrestin complementation; percent of melanotan II response, DMSO zero; 360,000 tested, 0.98% active; Melanocortin receptor 4 (Homo sapiens), P32245; activation, % at 8.9 µM; AID 540308, 2011;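 active means activation above a per-plate cutoff, the mean activation of sample wells on that plate plus 3 SD, cut at about 8% in these data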
TLR9-MyD88 inh = inhibitors of TLR9-MyD88 association in cells, primary screen, cell-based, CHO, BLA complementation, fluorescence. CCF4 FRET ratio. inhibition, % at 4.98 µM. Toll-like receptor 9 (Homo sapiens) + Myeloid differentiation primary response protein …. 340,000 tested, 0.21% active;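 active means inhibition above the mean over all tested compounds plus 3 SD, cut at about 21% in these data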;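 further: 0% = DMSO only wells and 100% = clavulanate BLA inhibitor control wells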
COUP-TFII inh = NR2F2 transcriptional activity inhibitors, primary screen, cell-based, luciferase reporter, HEK293T, luminescence | COUP transcription factor 2 (Homo sapiens), P24468 | HEK293T NGFI-A luciferase reporter | inhibition, % at 8.6 µM | 370,000 tested, 0.7% active;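 active means inhibition above a per-plate cutoff, mean inhibition of test wells between control levels plus 3 SD, cut at about 38% in these data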;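 further: cells cotransfected with COUP-TFII expression vector driving the NGFI-A reporter; 0% = median of COUP-TF2 test wells and 100% = reporter-only cells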
NR5A2 inv ag = LRH-1 (NR5A2) inverse agonists, primary screen, cell-based, luminescence, HEK293T, StAR-luciferase reporter | inhibition, % at 3.6 µM | 360,000 tested, 0.13% active | LRH-1 transfected, 24 h;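 active means inhibition above the mean inhibition of all tested compounds plus 3 SD, cut at about 73% in these data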;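 further: 0% = DMSO wells and 100% = reporter-only cells lacking LRH-1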
NOD2 RIPK2 PPI = NOD2-RIPK2 binding disruptors in cells, primary screen, fluorescence, CHO cells, BLA complementation | Receptor-interacting serine/threonine-protein kinase 2 (Homo sapiens), O43353 | CCF4 ratio | inhibition, % at 4.98 µM | 360,000 tested, 0.38% active | AID 624267, 2012; in the data active means inhibition above about 21%;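 further: 0% = vehicle only and 100% = reference blocker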
* marks the source's active call; other numbers are inactive results; · = no result given.

Structure	SRC1 inh	ABHD5-PLIN5 inh	NCOA3 inh	MC4R antagonist	LMP1 NFkB inh	SRC2 inh	MC4R barr agon	TLR9-MyD88 inh	COUP-TFII inh	NR5A2 inv ag	NOD2 RIPK2 PPI
NC(=O)CSc1oc(-c2ccco2)nc1S(=O)(=O)c1ccc(Br)cc1	2.7	-1.2	5.4	1.9	-3.9	·	-2.0	-11.4	·	13.6	-7.3
CC(C)(C)NC(=O)CCN1CCOCC1	19.3	1.4	18.0	2.9	-1.5	9.7	2.2	2.6	-5.4	7.1	9.4
O=C(CSc1nnc(CNC(=O)c2cccs2)o1)Nc1ccc(Br)cc1	-11.5	1.1	-20.6	1.1	-6.9	2.6	-1.2	2.1	-5.3	16.0	2.0
CCc1cc(C(=O)Nc2ncccc2O)sc1C	-120.5	-6.2	-97.6	-4.5	46.7*	-36.8	-2.1	-6.3	-4.5	-87.0	-3.4
COc1ccc(OCCCC(=O)OCC(=O)Nc2ncc(Cl)cc2Cl)cc1	-9.2	5.9	5.0	2.7	-1.7	2.6	-2.9	-1.5	-20.9	12.9	-2.8
COc1ccc(-c2nc(C#N)c(N3CCC(C)CC3)o2)cc1	-20.7	8.1	-2.5	-0.2	10.5	-25.3	0.8	-11.5	3.0	-5.6	2.6
CCN1CCN(CC(=O)Nc2sc3c(c2C#N)CCC(C)C3)CC1 (configuration not stated)	1.0	12.9	6.0	-3.4	-11.7	21.5	4.3	-1.2	-4.0	14.4	-3.0
COCCNCCOc1ccccc1-c1ccccc1	-7.1	-3.2	17.5	5.2	6.5	-7.6	1.6	-8.6	-21.7	11.1	-0.8
COCCN(C(=O)COC(=O)Cc1coc2cc3c(cc12)CCC3)c1c(N)n(Cc2ccccc2)c(=O)[nH]c1=O	-21.2	3.1	-0.2	4.2	5.7	10.1	-3.8	0.6	8.0	-12.2	-3.3
Cc1ccc(S(=O)(=O)N/N=C\c2cc([N+](=O)[O-])ccc2Cl)cc1	-0.8	-9.7	-17.5	-11.5	0.3	-12.6	0.1	1.7	14.0	2.1	-4.4
CCCCn1c(N)c(N(CC(C)C)C(=O)C2CCCN(C(=O)c3ccc(Cl)cc3)C2)c(=O)[nH]c1=O (configuration not stated)	-6.2	-9.0	-37.7	5.1	7.8	9.9	0.4	0.4	-12.1	-4.0	-6.1
CCNS(=O)(=O)c1ccc(NC(=S)NCc2ccco2)cc1	1.1	2.0	11.6	19.3	2.6	-16.6	-1.5	-1.6	12.2	13.9	2.3
N#C/C(=C(/O)COC(=O)CCC1CCCCC1)c1nc2ccccc2[nH]1	-5.2	1.1	-110.0	7.3	-7.3	7.0	6.9	-8.1	-5.1	-4.8	-6.4
CCN1C(=O)[C@H]2[C@@H](c3ccc(-c4ccc(Cl)c(Cl)c4)cc3)N[C@@](CC(C)C)(C(=O)OC)[C@H]2C1=O	2.4	-8.2	-0.4	0.2	7.7	4.4	-0.9	-7.9	-3.0	2.4	6.3
O=C(NCc1ccco1)/C(=C/c1ccc(C(F)(F)F)cc1)c1nc2ccccc2[nH]1	-50.7	18.6	-33.0	17.7	3.9	-40.2	2.5	1.5	-30.6	-81.7	-6.5
Nc1ncnc2c1nc(N1CCCCC1)n2[C@@H]1O[C@H](CO)[C@@H](O)[C@H]1O	-1.1	4.3	5.9	0.2	3.8	-6.8	-1.0	2.7	-18.8	5.1	5.0
Cc1ccc(S(=O)(=O)NC(C)(C)CSc2ccccn2)cc1	0.8	-1.2	10.4	3.7	1.4	10.9	-0.8	-15.1	6.2	8.2	-11.4
Cc1ccc(Cn2ncc3c(NCCN(C)C)ncnc32)cc1	1.5	-7.5	-10.3	-4.2	-1.5	4.8	-2.2	2.6	25.3	16.9	-1.2
CN(C)c1ccc(C(=S)NCc2ccco2)cc1	-155.2	1.0	-98.4	-5.6	-5.4	-28.4	0.9	-11.7	-38.8	-192.8	-8.0
FC(F)(F)c1nc(N2CCCC2)ncc1-c1nnnn1-c1ccccc1	15.8	-1.9	22.4	1.4	7.8	24.0	-1.2	-7.1	34.7	16.2	2.6
CC1CCCCC1NC(=O)CSC1=Nc2ccccc2C2CC=NN12 (configuration not stated)	-10.8	-9.5	4.3	-2.0	-7.6	1.2	-3.1	-3.4	15.1	-6.1	2.6
Cc1c(NC(=O)c2cc3ccccc3oc2=O)c(=O)n(-c2ccccc2)n1C	-51.6	6.6	-52.0	-0.1	-11.9	-56.1	-0.9	3.6	-33.7	-43.9	-20.1
CCC1CCCCN1CCCNC(=O)c1c(O)nc2cc(C)ccn2c1=O (configuration not stated)	-6.3	4.8	19.7	-1.6	2.6	-4.4	1.4	1.4	-9.2	-12.8	5.2
COCCNCC(=O)Nc1ccc(C)c(S(=O)(=O)N2CCCCC2)c1	-4.4	4.7	-4.7	1.4	-1.1	25.6	-2.1	9.3	-6.8	-9.5	-10.2
C=CCNS(=O)(=O)c1ccc2c(c1)n(C)c(=O)n2C	-4.5	-0.1	4.4	6.9	-9.1	4.4	-0.8	-2.0	-10.3	-3.1	6.6
Cc1cc(NC(=O)c2ccc(Cl)cc2)n(-c2ccccc2)n1	2.5	-1.9	11.0	24.4	-3.1	0.2	1.0	-0.2	-5.9	-9.2	-2.4
Cc1nc2nc[nH]n2c(=O)c1NS(=O)(=O)c1ccc(C(C)(C)C)cc1	-19.5	1.2	11.4	5.4	4.1	24.4	0.7	-8.4	13.8	-4.4	-5.9
O=C(Nc1ccc(N2CCN(C(=O)c3cccs3)CC2)cc1)c1ccc(Br)o1	-21.0	-2.9	12.4	-2.7	2.8	-36.2	0.2	-12.1	19.0	-17.3	-5.5
CC(C)N(CC(N)=O)c1ccc(S(=O)(=O)N2CCCC2)cn1	-11.1	3.5	-15.0	-1.3	-13.7	-4.0	-0.6	-0.4	-1.1	12.1	-11.5
CCc1nnc(NC(=O)C(NC(=O)c2ccccc2Cl)C(C)C)s1 (configuration not stated)	-11.2	-4.4	11.3	-1.5	9.7	10.3	-1.5	10.4	8.9	4.7	0.8
Cc1cc2ccccc2cc(C)c1=O	-12.8	4.7	16.2	0.1	-4.7	-31.0	-0.5	1.4	-7.3	-0.1	-5.9
Cc1noc(N)c1C(=O)Nc1ccc(F)cc1	-12.9	-2.9	1.4	10.2	-1.2	23.0	0.0	0.1	6.3	-8.1	-1.6
COc1cccc(/C=N/NC(=O)CCn2c3ccccc3c3ccccc32)c1	3.7	3.6	-3.3	1.9	0.4	-32.9	14.2*	-1.9	3.1	1.8	0.0
C/C(=N\NC(=O)Cc1c(Cl)cccc1Cl)c1cccnc1	1.0	3.0	19.2	5.2	2.0	-13.8	0.9	-5.1	4.2	-21.5	-0.8
Cc1ccc(N2C(=O)C(CN3CCCCC3)C2c2ccccc2)cc1 (configuration not stated)	-10.2	3.3	0.2	9.2	1.6	-11.1	-0.1	5.0	3.6	-9.6	-3.8
O=C(Cc1cc(=O)[nH]c(=O)[nH]1)NCC1CCCO1 (configuration not stated)	-5.0	4.7	-1.4	1.6	1.5	-6.1	-0.6	-0.2	12.1	-7.5	-4.1
COc1ccc(Cl)cc1N1C(=O)/C(=C\c2sccc2C)N=C1SCC(=O)NC1CC1	11.6	5.3	-10.0	15.4	9.6	10.0	-0.1	-3.3	2.3	16.5	4.7
CC(C)Nc1nc(NC(C)C)nc(NS(=O)(=O)c2ccc(N)cc2)n1	0.3	3.0	-7.5	1.5	7.2	7.0	-0.4	-5.1	-27.0	18.0	2.1
Nc1nc(N)c2[nH]c(-c3ccccc3)nc2n1	-17.1	2.4	-18.8	-6.4	-6.6	-28.4	-0.6	-0.3	1.1	-28.8	-6.0
CC(=O)OC(C)(CCC(C)(OC(C)=O)C(C)=O)C(C)=O (configuration not stated)	-2.8	-8.2	-1.6	-1.6	-5.0	4.2	-1.6	-2.2	1.0	-5.6	6.8
COc1cc(C)ccc1OCc1cc(C(=O)N2CCC(c3ccc(F)cc3)C2)no1 (configuration not stated)	-90.1	-0.8	-98.0	0.2	-42.3	-50.8	-1.8	12.0	-28.9	-97.2	0.4
CC1(Cc2cc(Cl)ccc2C(F)(F)F)C(=O)Nc2ccc(-c3ccc(F)c(Cl)c3)cc21 (configuration not stated)	18.2	-12.1	13.3	8.3	·	5.6	-0.3	·	-16.0	18.8	3.5
S=c1[nH]nc(C2COc3ccccc3O2)o1 (configuration not stated)	10.3	0.4	0.6	12.5	-2.1	5.7	2.2	-17.6	-2.4	-5.3	4.5
COc1ccc(C2(C(=O)NCc3ccco3)CCCC2)cc1OC	0.1	-4.0	-2.1	0.9	-12.1	-9.4	-0.3	-6.3	6.0	6.6	-13.5
COc1cccc(C2CC(C(F)(F)F)n3ncc(C(=O)NCC4CCCO4)c3N2)c1 (configuration not stated)	0.5	4.8	11.3	2.2	-8.4	-6.2	-0.9	-3.2	15.2	17.7	-5.1
CN(C)c1ccc(-c2ccnc3c2CC(C)(C(=O)Nc2cccc(C(F)(F)F)c2)O3)cc1 (configuration not stated)	-5.6	-1.9	-5.9	-0.8	·	-25.1	0.0	·	-7.9	-5.2	13.8
CC(Sc1nc(-c2ccccc2)cc(C(F)(F)F)n1)C(=O)N1CCCCC1 (configuration not stated)	8.1	9.4	21.9	6.6	-3.3	·	0.8	7.5	·	15.3	7.9
O=C(CN(Cc1ccco1)C(=O)c1cccc(F)c1)Nc1ccccc1C(F)(F)F	2.0	-0.6	-16.1	-1.2	2.4	-53.1	1.1	1.3	12.6	7.5	0.4
CC(C)Oc1ccc(C(=O)OCC(=O)c2ccc[nH]2)cc1	-67.2	-13.4	-52.9	4.6	-9.4	-51.5	1.6	1.0	-34.4	-9.1	3.4
COc1cccc(-c2nnc(SCc3ccccn3)n2C)c1	-23.1	5.3	-38.1	-3.8	-0.7	-22.3	2.4	6.5	-13.9	-18.4	-10.3
COc1cccc(-c2nc(-c3ccc(NC(=O)Cc4ccccc4OC)cc3)no2)c1	-26.9	-3.7	-5.5	-5.5	-0.9	·	1.9	-1.6	·	-7.8	-10.3

Some of the compounds tested. The share of hits here may be higher or lower than overall.
